Source: PubChem BioAssay
TDP1 cell CPT: growth inhibition of DT40 Tdp1-/-;hTDP1 cells with camptothecin (screen for TDP1 inhibitors); chicken DT40 Tdp1-/-;hTDP1 cells + 20 nM CPT, ATP luminescence, 48 h; 420,000 tested, 12% active; Potency, µM (doses to about 46.2 µM), for inactives: top-dose activity change, negative = growth inhibition, actives largely listed as inhibitors; further: nearly all actives have a fitted effect of over 55% in size
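Chicken DT40 Tdp1-/- cells complemented with human TDP1, 400 cells/well, exposed to compounds plus 20 nM camptothecin for at least 48 h at 37 C; viability read as ATP content by CellTiter-Glo luminescence.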
KAT2A inh: blocks human GCN5L2 histone acetyltransferase; Q92830; GCN5L2 HAT assay, ThioGlo1 CoA-SH fluorescence; Potency, µM (top dose mostly 58.9 µM), without a hit: at the highest dose activity change, negative = inhibition, actives largely listed as inhibitors; 390,000 tested, 0.21% active; AID 504327
Target sequence (Q92830 whole entry, looked up): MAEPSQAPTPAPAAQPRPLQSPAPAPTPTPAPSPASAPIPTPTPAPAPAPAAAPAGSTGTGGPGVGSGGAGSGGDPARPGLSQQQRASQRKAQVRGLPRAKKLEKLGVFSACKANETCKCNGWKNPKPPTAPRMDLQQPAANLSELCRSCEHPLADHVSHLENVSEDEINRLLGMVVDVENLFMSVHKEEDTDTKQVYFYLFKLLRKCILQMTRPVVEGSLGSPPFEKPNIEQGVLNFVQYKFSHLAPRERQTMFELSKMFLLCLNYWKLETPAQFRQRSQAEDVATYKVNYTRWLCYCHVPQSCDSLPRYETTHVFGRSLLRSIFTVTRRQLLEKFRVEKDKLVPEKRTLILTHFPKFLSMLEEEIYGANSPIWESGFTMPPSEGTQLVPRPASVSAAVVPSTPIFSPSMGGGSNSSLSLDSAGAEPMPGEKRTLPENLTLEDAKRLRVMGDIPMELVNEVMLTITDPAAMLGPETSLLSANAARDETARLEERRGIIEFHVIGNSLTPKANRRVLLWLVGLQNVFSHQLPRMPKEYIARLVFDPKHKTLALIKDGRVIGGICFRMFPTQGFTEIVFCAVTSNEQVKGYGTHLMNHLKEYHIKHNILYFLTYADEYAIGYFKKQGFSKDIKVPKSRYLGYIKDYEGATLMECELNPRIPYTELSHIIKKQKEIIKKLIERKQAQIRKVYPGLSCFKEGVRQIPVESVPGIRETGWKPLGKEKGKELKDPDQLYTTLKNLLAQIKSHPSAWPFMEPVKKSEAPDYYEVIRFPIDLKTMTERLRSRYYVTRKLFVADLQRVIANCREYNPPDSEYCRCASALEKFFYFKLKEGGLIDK
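ThioGlo1-coupled HAT assay: 20nM GCN5L2, 70uM acetyl-CoA, 75uM H3(1-25) peptide, pH 7.5. Fluorescence read at 340/540nm at start and after 20 min at room temperature.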
TDP1 cell noCPT: qHTS for Inhibitors of human tyrosyl-DNA phosphodiesterase 1 (TDP1): qHTS in cells in absence of CPT; DT40 Tdp1-/- hTDP1 cells, no CPT, ATP luminescence, 48 h; Potency, µM (top dose mostly 46.2 µM), without a hit: at the highest dose activity change, negative = growth inhibition, usual class: inhibitors; 420,000 tested, 15% active; further: nearly all actives have a fitted effect of over 55% in size
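A cellular qHTS used chicken DT40 cells lacking endogenous Tdp1 but carrying stably transfected human TDP1. Compounds were applied without camptothecin, and cell growth kinetics were judged by ATP-dependent luminescence after ≥48 hr.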
Starred values were filed as active, the others as inactive; ? = inconclusive; / = not tested or not shown; & = joins results of further samples. The call rests on the fitted dose curve; in most records, active means well fitted curve in the direction sought with a large enough effect; inconclusive means small, poorly fitted or top-dose-only effect, or another doubt; inactive means no such curve, though single readings can be large; an effect the other way counts as inactive or inconclusive. On the % scale 0 is the no-effect control and ±100 the full control effect; potency means the concentration at half of the fitted maximal effect.

Each structure is followed by: TDP1 cell noCPT	TDP1 cell CPT	KAT2A inh
> COCc1n[nH]c(=S)n1-c1ccccc1
    -1%	-11%	0%
> O=C(NCc1ccc(F)cc1)c1ccc2oc(=O)n(Cc3ccccc3)c2c1
    ?	?	15%
> Cc1cc(C)c(NC(=S)N2CCC(N(C)CC3CCCO3)CC2)c(C)c1 (stereo unspecified)
    -4%	-6%	0%
> CC(OC(=O)c1n[nH]c2ccccc12)C(=O)NC1CCCCC1C (stereo unspecified)
    ?	-9%	-3%
> Cc1ccccc1C1c2[nH]c3ccccc3c2C[C@H]2C(=O)N(c3ccccc3C(=O)NCCN3CCOCC3)C(=O)N12 (stereo partly specified)
    ?	?	-1%
> COc1cccc(NC(=O)c2cnsn2)c1
    6%	-25%	-12%
> CCOc1ccc(CC(=O)NCc2ccc3c(c2)cc(C)n3C)cc1
    -8%	?	-4%
> C=C(C)COc1ccc(-c2nc(N)ncc2Oc2ccccc2OC)c(O)c1
    ?	?	-14%
> COc1ccc(NC2CCCN(C(=O)CCc3ccncc3)C2)cc1OC (stereo unspecified)
    13%	-18%	-8%
> O=C(Nc1cccc(C(F)(F)F)c1)c1cccnc1N1CCN(c2ccccc2)CC1
    18µM*	?	-14%
> N#Cc1c(N)sc2c1CCCCCC2
    -18%	-8%	-7%
> Cc1ccccc1CN1C(=O)C2(OCCCO2)c2ccccc21
    ?	11µM*	-15%
> COc1c(S(=O)(=O)Nc2cccnc2)ccc(Cl)c1Cl
    -10%	-1%	-4%
> O=C(/C=C/c1cccc(O)c1)c1ccc(N2CCOCC2)cc1
    15µM*	?	0%
> CCOc1ccccc1Nc1sc(C(=O)c2ccccc2)c(N)c1S(=O)(=O)c1ccc(C)cc1
    5.8µM*	?	-12%
> CCN1C(=O)[C@@H]2Cc3c([nH]c4ccccc34)C(c3cc(OC)c(OC)c(OC)c3)N2C1=S (stereo partly specified)
    ?	?	-1%
> CC(C)NC(=O)C1(C)CCN1C(=O)c1ccc2c(c1)OCO2 (stereo unspecified)
    -13%	3%	/
> Cc1cc(C(=O)Nc2ncc(C)s2)c2ccccc2n1
    -4%	-9%	-1%
> Cc1ccc(CNC(=O)C(=O)NCCC2CCCCN2S(=O)(=O)c2ccc(C)cc2)cc1 (stereo unspecified)
    ?	23µM*	-7%
> CCCCCc1ccc(OCCCC[n+]2cccc(C)c2)c(CCCCC)c1
    1.2µM*	2.3µM*	-1%
> COc1ccccc1-n1c(C)cc(SC)c(C(C)=O)c1=S
    -17%	2%	-3%
> O=C(NCCCc1ccccc1)C1CC(=O)N(c2ccc3c(c2)OCCO3)C1 (stereo unspecified)
    0%	-8%	-2%
> CCCn1nc(NC(=O)c2ccco2)c2cc3ccccc3nc21
    15µM*	23µM*	-21%
> CCC(C)NC(=O)CS(=O)Cc1nc(-c2cccc(C)c2)oc1C (stereo unspecified)
    -27%	-3%	-5%
> COc1ccc(NC(=O)NC(C)c2ccccc2)cc1 (stereo unspecified)
    -11%	-25%	1%
> CCN(c1ccccc1)c1cc(C)nc2nc(C)nn12
    -18%	-20%	-2%
> O=C(O)c1cccc(NC(=O)c2ccc3c(c2)C(=O)N(Cc2ccco2)C3=O)c1
    -9%	0%	-10%
> COc1ccc(S(=O)(=O)n2nc(OC(=O)c3ccco3)cc2N)cc1
    -10%	1%	-36%
> CCOn1c(=O)c(-c2ccccc2)[n+]([O-])c2ccccc21
    0%	0%	3%
> CCN(CC)c1ccc(NC(=O)c2ccccc2)cc1S(=O)(=O)Nc1ccccc1OC
    16µM*	?	-30%
> CCOC(=O)c1c(C)n(C)c2ccc(O)c(CN(C)C)c12
    18µM*	21µM*	3%
> Cc1ccc(C)c(CN2C(=O)C(=O)c3ccccc32)c1
    0.92µM*	1.2µM*	3%
> CCOC(=O)CSc1nnc(-c2ccoc2C)n1-c1ccc(OCC)cc1
    -5%	4%	1%
> COc1ccc(CNC(=O)c2cc3c(-c4ccc(Cl)cc4)nn(C)c3s2)cc1
    ?	?	-6%
> COc1cccc(NS(=O)(=O)c2ccc3[nH]c4c(c3c2)CCCCCC4)c1
    21µM*	16µM*	-13%
> CC1(O)C(c2ccccc2)=Nc2ccccc21 (stereo unspecified)
    ?	?	/
> COC(=O)c1ccc(C(=O)OC)c(NC(=O)CN(c2ccccc2)S(=O)(=O)N(C)C)c1
    -16%	7%	-3%&-4%
> COc1ccc2oc(C(=O)OCC(=O)N(C)Cc3ccccc3)c(C)c2c1
    -28%	-20%	?
> O=C(NCc1cccc(F)c1)C1CCN(c2nn3cc(-c4ccc(F)cc4)nc3s2)CC1
    ?	-26%	-1%
> CCOC(=O)C1CCN(C(c2ccccc2OC)c2c(O)cc(C)n(CCOC)c2=O)CC1 (stereo unspecified)
    -11%	-9%	-4%

Pulled by structure from above (seven):
Each structure is followed by: TDP1 cell noCPT	TDP1 cell CPT	KAT2A inh
> CCC(C)NC(=O)CS(=O)Cc1nc(-c2cccc(C)c2)oc1C (stereo unspecified)
    -27%	-3%	-5%
> CC1(O)C(c2ccccc2)=Nc2ccccc21 (stereo unspecified)
    ?	?	/
> O=C(NCCCc1ccccc1)C1CC(=O)N(c2ccc3c(c2)OCCO3)C1 (stereo unspecified)
    0%	-8%	-2%
> Cc1ccc(C)c(CN2C(=O)C(=O)c3ccccc32)c1
    0.92µM*	1.2µM*	3%
> CCCn1nc(NC(=O)c2ccco2)c2cc3ccccc3nc21
    15µM*	23µM*	-21%
> COc1ccccc1-n1c(C)cc(SC)c(C(C)=O)c1=S
    -17%	2%	-3%
> COc1ccc(NC(=O)NC(C)c2ccccc2)cc1 (stereo unspecified)
    -11%	-25%	1%

Next results.
Each structure is followed by: TDP1 cell noCPT	TDP1 cell CPT	KAT2A inh
> COc1ccc(C(C)C)cc1-c1cccc2nncn12
    ?	-21%	/
> Cc1cccc(-c2nnc(NC(=O)c3ccco3)s2)c1
    0%	-10%	-2%
> CC(=O)N1CCCc2cc(S(=O)(=O)N3CCC(N(C)C(C)C)CC3)ccc21
    0%	-1%	-1%
> CC1CCCC(C)N1C(=O)c1cc2ncc(CCCl)cn2n1 (stereo unspecified)
    6%	7%	-4%
> Cc1ccc(CNC(=O)c2cc3sc(Cl)cc3n2C)cc1
    -9%	-20%	0%
> CC1(C)CC(=O)C=C(c2cccc(CO)c2)C1
    1%	-18%	-4%
> Cn1ncc([N+](=O)[O-])c1C(=O)Nc1ccccc1
    -17%	1%	-4%
> COC(=O)C1=C(O)CSC1=Nc1ccccc1
    -7%	-11%	-1%
> CCOc1ccc(NC(=O)CN(C)S(=O)(=O)c2cnc[nH]2)cc1
    ?	1%&-14%	1%&1%
> CN1C=CC2=C(C#N)C(N)C(C#N)(C#N)C(c3ccccc3)C2C1 (stereo unspecified)
    ?	-29%	-22%
> O=C(COC(=O)c1cccc(Cl)c1)NC(=O)NCc1ccccc1
    6%	-2%	-4%
> CCOc1ccc(NC(=O)c2ccc(NC(=O)CN3C(=O)C(=O)N(CC(C)C)C3=O)cc2)cc1
    -29%	-28%	5%
> Cc1cccc(N(C)C(=O)CS(=O)(=O)c2cccc3nsnc23)c1
    -12%	-7%	-4%
> O=C(NC(=S)NCc1ccco1)c1ccc(Br)cc1
    -27%	?	-4%
> Cc1noc(NS(=O)(=O)c2ccc(NC(=O)COc3ccccc3Br)cc2)c1C
    ?	?	-4%
> COc1cccc(C(=O)Nc2nnc(SCC(=O)Nc3ccc(NC(C)=O)cc3)s2)c1
    3%	2%	-9%
> COc1cc(C(=O)NCCC(=O)NC(C)C)cc(OC)c1OC
    3%	3%	-12%
> CCOc1ccccc1NC(=O)c1cccc(N2C(=O)CCC2=O)c1
    -8%	-26%	-20%
> CCOC(=O)c1ccc(NC(=O)c2nc(SC)ncc2Cl)cc1
    12%	-14%	-6%
> Cc1cccc(C(=O)Nc2c(C(=O)N(C)C)cnn2-c2ccccc2)c1
    -1%	-27%	-6%
> CCOc1ccc(S(=O)(=O)NCCC(=O)N2CCCCCCC2)cc1
    ?	-24%	-9%
> Cc1ccc(/C=[N+](\[O-])c2ccccc2C)o1
    -5%	-11%	-4%
> Cc1ccccc1S(=O)(=O)N1C(c2ccc(Cl)c(Cl)c2)CC=C(C(=O)O)C1c1cccc(Br)c1 (stereo unspecified)
    ?	?	/
> O=C(CSc1ccc2nnc(-c3ccccn3)n2n1)Nc1ccccc1F
    ?	-2%	-3%
> Cc1cccc(N2CCN(S(=O)(=O)c3ccc4c(c3)CCN4C(=O)CCC(=O)O)CC2C)c1 (stereo unspecified)
    -19%	-19%	-2%
> Cc1ccc(-c2ccccc2C2=CC(=O)CC(C)(C)C2=O)cc1
    ?	?	/
> CC(=O)c1ccc(S(=O)(=O)N(CCCO)Cc2cc3cc(C)ccc3[nH]c2=O)cc1
    -12%	-6%	-7%
> O=C(CSc1ccc(-c2ccc(-n3cccn3)cc2)nn1)Nc1ccc([N+](=O)[O-])cc1
    -4%	3%	-4%
> CC(C)Cc1nnc(NC(=O)CCC(=O)NC2CCCCCC2)s1
    24%	-6%	-4%
> CNC[C@@H]1OCc2ccccc2-c2ccccc2C(=O)N([C@H](C)CO)C[C@@H]1C
    1%	-7%	/
> O=C(CN1CCCCCC1)NC(c1ccccc1)c1ccccc1
    ?	-26%	-4%
> Cc1ccc(C)c(S(=O)(=O)N2CCCN(C)CC2)c1
    -7%	-16%	-5%
> COc1ccc(NC(=O)c2cc(C3CCCCN3C(=O)OCCF)on2)c(C)c1 (stereo unspecified)
    ?	?	/
> COc1cc(/C=N/Nc2ccc(C(F)(F)F)cn2)ccc1O
    ?	?	-5%
> Cc1ccc2cccnc2c1NC(=S)NC(=O)c1ccccc1
    -19%	?	-16%
> Cc1cnc(C)c(Nc2nc(C(N)Cc3ccc(Cl)cc3)cs2)n1 (stereo unspecified)
    18µM*	8.2µM*	/
> Cc1c(C(=O)NC(C)c2ccccc2)sc2ncnc(N(C)C3CCCCC3)c12 (stereo unspecified)
    ?	6.5µM*	-4%
> CCN(CC(=O)Nc1c(F)cccc1F)C(=O)CSc1nnc(-c2ccco2)n1CC
    -8%	-9%	-3%
> COCCNC(=O)c1c[nH]c2ccc(S(=O)(=O)Nc3ccccc3F)cc2c1=O
    -1%	-21%	3%
> COc1ccccc1C(=O)Nc1ccc(S(=O)(=O)Nc2cc(C)nc(C)n2)cc1
    1%	-3%	-1%
> CCN(CC)CCCN1C(=O)c2oc3ccccc3c(=O)c2C1c1cccc(OC)c1OC (stereo unspecified)
    1%	-4%	-6%
> COc1ccc([N+](=O)[O-])cc1NC(=O)C(C)OC(=O)C1CCCC1 (stereo unspecified)
    8%	0%	-6%
> Cc1cccc2cc3c(N)c(C(=O)N4CCOCC4)sc3nc12
    1.6µM*	2.1µM*	-23%
> O=S(=O)(NC1CCCCC1N1CCC(O)CC1)c1ccc(Cl)cc1 (stereo unspecified)
    16%	-20%	-7%
> Cc1ccc(C=Nc2ccccc2C(N)=O)s1
    3.7µM*	4.1µM*	-4%
> CCCC(NC(=O)C(C)NC(=O)CO/N=C1\C=C2CCC3C4CCC(C(C)=O)[C@@]4(C)CCC3[C@@]2(C)CC1)C(=O)O (stereo partly specified)
    1%	3%	-4%
> COc1ccc(NC(=O)Cn2cnc3ccc(S(=O)(=O)N4CCC(C)CC4)cc3c2=O)cc1Cl
    4.1µM*	7.3µM*	-10%
> O=C1CC(N2CCOCC2)C(=O)N1c1ccc(Cl)cc1 (stereo unspecified)
    15%	1%	-6%
> Cc1cccc(N(C(=O)c2ccc(Cl)cc2)C2CS(=O)(=O)CC2OC(=O)c2ccc(Cl)cc2)c1 (stereo unspecified)
    ?	-8%	1%
> COCCC(=O)N1CCC(Oc2ccc(C(=O)NC(C)CCn3cccn3)cc2)CC1 (stereo unspecified)
    -9%	-9%	-21%
> O=C(c1ccc(-c2ccc([N+](=O)[O-])cc2)o1)N1CCCCC1
    -19%	?	-2%
> O=C(CCOc1ccccc1)Nc1ccc(S(=O)(=O)Nc2ncccn2)cc1
    2%	-2%	2%
> CCOC(=O)C1CCCN(C(=O)/C=C/c2cc(OC)c(OC)c(OC)c2)C1 (stereo unspecified)
    ?	-6%	-1%
> C#Cc1ccc(CN2CCC(N3CCC(C(=O)NCc4ccccn4)CC3)CC2)cc1
    -20%	-26%	-6%
> Cc1ccc(SCc2nc3ccccc3n2CC(=O)Nc2ccccc2)cc1
    ?	?	-9%

No enrichment for hits; about 18% have a hit in one of these screens.
